# Screens (PubChem)
# S2 tox: Viability Counterscreen for Primary qHTS for Inhibitors of ATXN expression; S2 cells (HEK-293 line with an ATXN2-luciferase reporter) viability, CellTiter-Fluor protease fluorescence, 24 h; Potency, µM (titrated, usually from 56.7 µM), usual class: cytotoxic; 400,000 tested, 0.49% active; AID 651635, 2014; also: nearly all actives have a fitted effect of over 40% in size
# EPAC2 antagonist: qHTS for Antagonist of cAMP-regulated guanine nucleotide exchange factor 2 (EPAC2): primary screen. EPAC2 GEF exchange of Rap1B-BODIPY-GDP, fluorescence. Rap guanine nucleotide exchange factor 4 (Homo sapiens), Q8WZA2. 360,000 tested, 0.18% active. Potency, µM (top dose mostly 114 µM), inactives show at the highest dose activity, negative = inhibition, actives largely listed as inhibitors; also: % is scaled to controls: 0 for no effect and ±100 for the full control effect; nearly all actives have a fitted effect of over 45% in size; many of its hits are not listed in these tables
# Target sequence (Q8WZA2 whole entry, looked up): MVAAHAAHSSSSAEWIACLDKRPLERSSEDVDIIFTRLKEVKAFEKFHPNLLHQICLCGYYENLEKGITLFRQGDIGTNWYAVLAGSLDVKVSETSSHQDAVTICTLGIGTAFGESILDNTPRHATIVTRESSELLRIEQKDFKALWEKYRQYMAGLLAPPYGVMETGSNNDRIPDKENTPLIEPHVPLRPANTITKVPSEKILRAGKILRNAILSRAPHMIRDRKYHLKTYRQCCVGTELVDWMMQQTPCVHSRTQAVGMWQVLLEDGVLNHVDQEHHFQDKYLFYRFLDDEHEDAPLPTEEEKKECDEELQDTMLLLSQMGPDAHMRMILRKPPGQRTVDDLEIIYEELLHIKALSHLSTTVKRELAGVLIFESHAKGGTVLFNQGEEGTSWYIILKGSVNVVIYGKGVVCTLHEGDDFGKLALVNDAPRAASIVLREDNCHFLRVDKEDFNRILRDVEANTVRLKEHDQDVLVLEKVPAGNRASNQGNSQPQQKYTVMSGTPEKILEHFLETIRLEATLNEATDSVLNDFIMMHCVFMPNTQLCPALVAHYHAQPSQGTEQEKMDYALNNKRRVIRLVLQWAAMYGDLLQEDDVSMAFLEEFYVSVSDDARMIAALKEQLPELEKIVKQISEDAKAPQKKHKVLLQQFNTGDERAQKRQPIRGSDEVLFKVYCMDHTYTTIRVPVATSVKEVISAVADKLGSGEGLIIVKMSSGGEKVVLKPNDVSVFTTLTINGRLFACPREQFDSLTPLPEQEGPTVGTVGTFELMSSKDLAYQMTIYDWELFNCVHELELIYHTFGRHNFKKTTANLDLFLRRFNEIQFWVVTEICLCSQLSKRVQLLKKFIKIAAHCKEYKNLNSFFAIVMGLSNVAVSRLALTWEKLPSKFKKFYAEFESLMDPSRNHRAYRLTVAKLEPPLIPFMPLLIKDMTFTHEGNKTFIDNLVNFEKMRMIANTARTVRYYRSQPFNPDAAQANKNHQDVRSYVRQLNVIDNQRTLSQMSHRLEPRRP
# Nrf2 block: Nrf2 qHTS screen for inhibitors; A549 ARE-Fluc reporter, luciferase luminescence, 18-24 h; Potency, µM (doses to about 46 µM), for the others: at the top dose activity change, negative = inhibition, usual class: inhibitors; 360,000 tested, 2.1% active; also: % is scaled to controls: 0 for no effect and ±100 for the full control effect; nearly all actives have a fitted effect of over 60% in size
#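 Cells were seeded and rested 2 h, then exposed to compounds for 18-24 h. CellTiter-Fluor was read first as a viability measure. BugLite was added 15 min before the final luminescent read of ARE-luciferase activity in A549 cells.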
# MCF10A rereplic: A quantitative high throughput screen for small molecules that induce DNA re-replication in MCF 10a normal breast cells; MCF 10A DNA re-replication, Hoechst nuclear intensity, 48 h; Potency, µM (highest dose often 46.1 µM), inactives show at the highest dose activity, positive = re-replication, usual class: activators; 350,000 tested, 2.9% active; AID 624296, 2012; also: % of control where 0% means no effect; nearly all actives have a fitted effect of over 50% in size
# A549 viability: Nrf2 qHTS screen for inhibitors: counterscreen for cytotoxicity. A549 ARE-Fluc cells, CellTiter-Fluor viability, 18-24 h. Potency, µM (titrated, usually from 46 µM), for inactives: at the top dose activity change, negative = cytotoxicity, actives largely listed as inhibitors. 390,000 tested, 0.16% active. AID 504648, 2011; also: % is scaled to controls: 0 for no effect and ±100 for the full control effect
#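 A549 ARE-Fluc cells in 5% FBS OPTI-MEM, 5000 cells/well, rested 2 h then exposed to compounds in concentration-response for 18-24 h at 37 °C. Viability by CellTiter-Fluor fluorescence (Ex 405/Em 525) after 30 min; luciferase luminescence (BugLite, 15 min, RT) read afterwards.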
# ATXN2 expr inh: Primary qHTS for Inhibitors of ATXN expression | HEK-293 ATXN2-luciferase reporter, luminescence, 24 h | Potency, µM (highest dose often 57 µM), without a hit: at the top dose activity change, negative = inhibition, hits mostly inhibitors | 360,000 tested, 0.72% active | AID 1745845, 2022; also: % is scaled to controls: 0 for no effect and ±100 for the full control effect; nearly all actives have a fitted effect of over 55% in size
#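 ATXN2-luciferase reporter cells (luciferase flanked by upstream and downstream ATXN2 gene portions) were treated 24 h at 37 °C with compounds at up to 57 uM. SteadyGlo luminescence gave expression; GF-AFC fluorescence gave viability.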
# TGFb SMAD3 inh: qHTS for Inhibitors of TGF-b | 410,000 tested, 1.2% active | AID 588855, 2011 | Potency, µM (series often up to 46.1 µM), for inactives: at the top dose activity, negative = inhibition, actives largely listed as inhibitors | HepG2 CAGA-GFP TGF-b/SMAD3 reporter, GFP fluorescence, 18 h; TGF-beta stimulated, 500 pg/mL final; also: % is scaled to controls: 0 for no effect and ±100 for the full control effect; nearly all actives have a fitted effect of over 65% in size
#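 Inhibition was scored as loss of TGF-beta-induced (500 pg/mL final, 18 hours, 37 degrees C) GFP in HEPG2 cells carrying a CAGA-GFP reporter, in DMEM with 1% FBS. Well GFP was summed per cell; Activity was normalised to unstimulated and stimulated DMSO wells, then concentration-response fitting.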
# HepG2 viability: qHTS for Inhibitors of TGF-b: Cytotox Counterscreen | HepG2 CAGA-GFP viability, ATP luminescence, 18 h | Potency, µM (highest dose often 46.1 µM), without a hit: at the highest dose activity change, negative = cytotoxicity, most hits filed as cytotoxic | 410,000 tested, 0.76% active; also: some results filed as inactive show a strong effect at the top dose
#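 HepG2 CAGA-GFP cells (1000/well, DMEM with 1% FBS) received compound, then TGF-beta at 500 pg/mL final, and were incubated 18 hours at 37 degrees C. Viability was read by CellTiter-Glo luminescence. Media-only wells were set as complete cell-killing and DMSO as no toxicity.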
# Nrf2 activator: qHTS of Nrf2 Activators; 410,000 tested, 0.31% active; Potency, µM (titrated, usually from 46.1 µM), without a hit: at the highest dose activation, most hits filed as activators; AID 624171, 2012; AREc32 ARE-luciferase reporter (MCF7-derived line), luminescence, 24 h; also: % of control where 0% means no effect; nearly all actives have a fitted effect of over 65% in size
#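 ARE-driven firefly luciferase activity in AREc32 cells measured after a 24 hr compound exposure at 37 deg C, using Steady-Glo reagent and a 30 min room-temperature hold.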
# * marks the source's active call; other numbers are inactive results; i = inactive; ? = inconclusive; / = not tested or not shown; [ ] = dose if it differs, or a comment. Calls follow the shape of the dose curve; as a rule, active = well fitted curve in the direction sought with a large enough effect; inconclusive = small, poorly fitted or top-dose-only effect, or another doubt; inactive = no such curve, though single readings can be large; an effect the other way counts as inactive or inconclusive. Potency is read from the fitted curve at half-maximal effect.
1	COC(=O)C(Cc1ccccc1)N1CCS(=O)(=O)CC1 (configuration not stated)
2	CCN(CC)c1ccc(/C=C(/C#N)C(=O)NCc2ccccc2)o1
3	Cc1ccc(-c2cc(-c3ccc4c(c3)NC(=O)CO4)nc3c2COc2ccc(C)cc2-3)cc1
4	CCn1c(/C=C/c2ccccc2)nc2ccccc21
5	Cc1ccc(-n2c(SCC(=O)N3CCCc4ccccc43)nc3c([nH]c4ccccc43)c2=O)cc1
6	CCC(C)NC(=O)N1c2ccccc2Sc2ccccc21 (configuration not stated)

assay / entry	1	2	3	4	5	6
S2 tox	i	i	i	i	/	i
EPAC2 antagonist	-5%	14%	/	2%	/	-23%
Nrf2 block	0%	28%	3%	?	/	21%
MCF10A rereplic	0%	?	/	?	/	15%
A549 viability	5%	-13%	-8%	20%[1.84 µM]	11%	0%
ATXN2 expr inh	-22%	36%[activator]	14%	56%[activator]	/	/
TGFb SMAD3 inh	4%	102%[activator]	?	-1%	-15%	-30%
HepG2 viability	-19%	0%	-1%	-60%	1%	3%
Nrf2 activator	0.1%	3.9%	0.5%	18%	0.5%	2.0%

7	O=C1CC2(CCCC2)CC(=O)N1c1ccccc1
8	NC(=O)N/N=C/c1sc(N2CCCCC2)nc1-c1cccs1
9	COc1cc(C(=O)NC2CCN(C)CC2)ccc1Nc1ncc2c(n1)N(C1CCC(O)CC1)CCC(=O)N2C (configuration not stated)
10	Cc1nnc(NCC=Cc2ccccc2)s1
11	Cc1ccc(-c2nnc(Nc3cccc(O)c3)c3ccccc23)cc1S(=O)(=O)N1CCN(C)CC1
12	COc1ccc(-c2c(C)oc3c(CN4CCOCC4)c(O)ccc3c2=O)cc1

assay / entry	7	8	9	10	11	12
S2 tox	i	?	i	i	?	i
EPAC2 antagonist	-3%	0%	5%	-8%	/	10%
Nrf2 block	-20%	1%	5%	/	-19%	1%
MCF10A rereplic	2%	23µM*	?	/	/	-2%
A549 viability	-14%	-7%	1%	/	-7%	1%
ATXN2 expr inh	-2%	/	7%	20%	-10%	-6%
TGFb SMAD3 inh	-1%	?	-19%	4%	-22%	2%
HepG2 viability	4%	-45%	-9%	-1%	0%	6%
Nrf2 activator	-0.5%	23%	7.0%	4.1%	-0.8%	-0.3%

# Some of these compounds in order of formula weight, largest number first.
11	Cc1ccc(-c2nnc(Nc3cccc(O)c3)c3ccccc23)cc1S(=O)(=O)N1CCN(C)CC1
5	Cc1ccc(-n2c(SCC(=O)N3CCCc4ccccc43)nc3c([nH]c4ccccc43)c2=O)cc1
8	NC(=O)N/N=C/c1sc(N2CCCCC2)nc1-c1cccs1
10	Cc1nnc(NCC=Cc2ccccc2)s1

assay / entry	11	5	8	10
S2 tox	?	/	?	i
EPAC2 antagonist	/	/	0%	-8%
Nrf2 block	-19%	/	1%	/
MCF10A rereplic	/	/	23µM*	/
A549 viability	-7%	11%	-7%	/
ATXN2 expr inh	-10%	/	/	20%
TGFb SMAD3 inh	-22%	-15%	?	4%
HepG2 viability	0%	1%	-45%	-1%
Nrf2 activator	-0.8%	0.5%	23%	4.1%

# (further entries)
13	C(=N\n1cnnc1)/c1cn(Cc2ccccc2)c2ccccc12
14	Cc1cccc(N2CCN(C(=O)c3ccc(CS(=O)Cc4cccc(Cl)c4)o3)CC2)c1C (configuration not stated)
15	CC1CN(S(=O)(=O)Cc2ccccc2)CC(C)O1 (configuration not stated)
16	CCc1c(CN2CCN(c3ccc(F)cc3)CC2)csc1C
17	Cc1ccc(-c2cc(C(=O)NC3CCCC3)no2)cc1
18	COc1cc2c(cc1OC)CN(C(=O)c1cccc(S(=O)(=O)N3CCc4ccccc43)c1)CC2

assay / entry	13	14	15	16	17	18
S2 tox	i	?	i	/	i	?
EPAC2 antagonist	4%	-15%	11%	/	5%	-3%
Nrf2 block	-29%	-2%	9%	11%	?	?
MCF10A rereplic	?	17%	-9%	/	9%	?
A549 viability	-3%[1.84 µM]	0%	-2%	1%	1%	?
ATXN2 expr inh	-16%	/	2%	/	19%	0%
TGFb SMAD3 inh	13µM*	?	-5%	-18%	13%	-26%
HepG2 viability	-74%	-40%	10%	-33%	7%	-21%
Nrf2 activator	5.6%	-0.3%	-0.1%	0.4%	-0.2%	-0.8%

19	Cc1oc(-c2ccccc2F)nc1CS(=O)CC(=O)NCc1ccccn1 (configuration not stated)
20	COc1ccccc1NC(=O)COC(=O)C1CCCC1
21	CCCC(c1nnnn1CC1CCCO1)N1CCN(c2ccccc2)CC1 (configuration not stated)
22	O=C(CCC(=O)N(CC(=O)NC1CCCC1)C1CCCC1)Nc1ccccn1
23	Cc1ccccc1-n1nc2c(c1NC(=O)c1ccc(Br)o1)CSC2
24	COc1ccc(N2CCN(C(=O)CSc3nnc(-c4cccnc4)n3-c3ccccc3)CC2)cc1

assay / entry	19	20	21	22	23	24
S2 tox	i	i	i	i	i	i
EPAC2 antagonist	9%	1%	2%	4%	1%	2%
Nrf2 block	4%	-20%	2%	/	?	-9%
MCF10A rereplic	-4%	-3%	4%	-1%	23%	1%
A549 viability	1%	0%	1%	-14%	-7%	-3%
ATXN2 expr inh	10%	/	8%	7%	1%	4%
TGFb SMAD3 inh	-12%	-7%	3%	9%	1%	3%
HepG2 viability	8%	-21%	1%	17%	-3%	-17%
Nrf2 activator	-0.1%	-0.5%	0.2%	-1.4%	0.2%	1.8%

25	Cc1ccc(S(=O)(=O)N2CCC(NC(=O)C3CCCCC3)CC2)cc1
26	Cc1ccc(NC(=O)CSC2=C(C#N)C(c3ccco3)CC(=O)N2)cc1 (configuration not stated)
27	Cc1cccc(N2C(=O)C3C4C=CC(C4)C3C2=O)c1 (configuration not stated)
28	CC(C)(Oc1ccc(Br)cc1)C(=O)Nc1cc(-c2nc3ccccc3[nH]2)ccc1Cl
29	CC(C)CNC(=O)N[C@@H](CC(C)C)C(=O)O
30	CCCCCCSC1=C(C#N)C(c2ccccc2)CC(=O)N1 (configuration not stated)

assay / entry	25	26	27	28	29	30
S2 tox	i	?	i	?	i	i
EPAC2 antagonist	3%	-2%	-2%	/	4%	-3%
Nrf2 block	-3%	-22%	15%	2%	12%	2%
MCF10A rereplic	0%	14%	6%	/	-1%	-12%
A549 viability	2%	-6%	0%	-2%	0%	-2%
ATXN2 expr inh	8%	28%	15%	3%	1%	-6%
TGFb SMAD3 inh	-20%	0%	1%	?	12%	-8%
HepG2 viability	17%	-5%	-5%	-25%	2%	-14%
Nrf2 activator	-0.4%	3.0%	0.2%	8.5%	-0.1%	0.1%

# Results in Nrf2 activator and MCF10A rereplic, for 3 of the compounds above:
entry	SMILES	Nrf2 activator	MCF10A rereplic
27	Cc1cccc(N2C(=O)C3C4C=CC(C4)C3C2=O)c1 (configuration not stated)	0.2%	6%
28	CC(C)(Oc1ccc(Br)cc1)C(=O)Nc1cc(-c2nc3ccccc3[nH]2)ccc1Cl	8.5%	/
29	CC(C)CNC(=O)N[C@@H](CC(C)C)C(=O)O	-0.1%	-1%

# (more compounds)
31	COc1cccc(C(C)(O)c2nc(-c3ccc(OC)nc3)cs2)c1 (configuration not stated)
32	CCc1ccc(CN(C)C(=O)CCc2nnc(CCc3cccc(OC)c3)o2)nc1
33	CCc1ccc(-n2c(=O)c3ccccc3n(Cc3ccccc3C#N)c2=O)cc1
34	O=C(/C=C/c1cccc(Cl)c1)c1nc2ccccc2[nH]1
35	CC1=C(C(=O)Nc2ccccc2)C(c2ccncc2)n2nc(SCc3ccccc3)nc2N1 (configuration not stated)
36	COc1ccc(CC2CCOC2=O)cc1 (configuration not stated)

assay / entry	31	32	33	34	35	36
S2 tox	i	i	i	?	i	i
EPAC2 antagonist	-4%	-1%	/	-3%	/	3%
Nrf2 block	/	-15%	10%	-29%	-10%[9.27 µM]	-4%
MCF10A rereplic	/	-3%	/	?	/	0%
A549 viability	/	1%	-2%	-10%	-11%	3%
ATXN2 expr inh	-9%	-21%	5%	?	4%	-1%
TGFb SMAD3 inh	-3%	-11%	0%	?	25%	-8%
HepG2 viability	0%	-2%	-10%	-72%	1%	-7%
Nrf2 activator	-0.4%[9.22 µM]	-0.9%	0.1%	?	-0.2%	-0.9%

37	COc1cccc(OC)c1C(=O)Nn1c(C2CCC2)nc2ccccc2c1=O
38	O=C(NCc1cccs1)C1CCC(=O)N1C1CCCCC1 (configuration not stated)
39	COc1cc(C(=O)OCc2ccc([N+](=O)[O-])cc2)cc(OC)c1OC
40	COc1ccc(C(=O)NN/C(C)=C/C(=O)c2ccccc2)cc1
41	O=C(O)c1ccc(CNC(=O)C23CC4CC(CC(C4)C2)C3)cc1
42	C=CC[N+](C)(C)c1ccc(CCC(=O)CCc2ccc([N+](C)(C)CC=C)cc2)cc1
43	Cc1cc(CN(C)C)c(O)c(C2(C)CCCCC2)c1
44	COCCn1c(SCC(=O)Nc2cccnc2Cl)nc2ccccc2c1=O

assay / entry	37	38	39	40	41	42	43	44
S2 tox	?	i	i	?	i	i	i	i
EPAC2 antagonist	2%	-4%	-11%[57.1 µM]	6%	0%	6%	-2%	0%
Nrf2 block	/	5%	-7%	-9%	-2%	5%	-12%	-11%
MCF10A rereplic	-2%	2%	-2%	1%	-3%	-15%	?	5%
A549 viability	-3%	-6%	-4%	-8%	0%	-7%	-5%	-3%
ATXN2 expr inh	3%	10%	/	9%	-2%	3%	-6%	11%
TGFb SMAD3 inh	-22%	-15%	2%	-23%	-15%	29%	-7%	8%
HepG2 viability	5%	7%	5%	-35%	-5%	-2%	-9%	-30%
Nrf2 activator	-0.3%	-0.3%	0.3%	-0.7%	-0.2%	0.1%	-0.3%	-0.1%

# The list is partial. The share of hits here may be higher or lower than overall.
